All columns: NCI-60 one-dose screen, growth in % after 48 h at 10 µM unless noted; 100 = growth as untreated, 0 = no growth, -100 = all killed.
MALME-3M: MALME-3M melanoma; hit rate 5.8% among 78,000
EKVX: EKVX NSCLC. hit rate 3% among 71,000
M14: M14 melanoma | hit rate 6.2% among 80,000 | AID 1794745
HOP-92: HOP-92 NSCLC cells; hit rate 6.3% among 71,000
UACC-257: UACC-257 melanoma | hit rate 4.4% among 78,000
UACC-62: UACC-62 melanoma; hit rate 5.4% among 81,000; AID 1794756
HOP-62: HOP-62 NSCLC. hit rate 3.9% among 80,000. AID 1794735
A549/ATCC: A549/ATCC NSCLC; AID 1794740; hit rate 3.7% among 81,000
* marks the source's active call; other numbers are inactive results; x = not tested or not shown; & = joins results of further samples; [ ] = another dose, or the depositor's remark. How the source made its calls: active means growth percent below 10; inactive means the rest.

SMILES	MALME-3M	EKVX	M14	HOP-92	UACC-257	UACC-62	HOP-62	A549/ATCC
Cc1nc2ccc(C(F)(F)F)cn2c1C(=O)NC1CCCCCC1	106	98	102	118	97	91	102	98
Cc1cc(Nc2cccc(C(F)(F)F)c2)n2c(nc3ccccc32)c1C#N	61	31	54	-2.3*	12	38	54	44
Cc1cccc(NC(=O)c2c(N)c3cc4c(nc3n2C)CCCC4)c1C	76	80	82	58	90	78	72	72
CC[N+](C)(C)N	112	x	107	x	110	105	111	105
CC(=O)N1N=C(Cn2nnnc2-c2ccccc2)OC1c1ccc(Cl)cc1 (stereo not drawn)	97	91	98	74	114	94	104	109
CCN(CC)C(=N)N	125	117	111	132	124	110	114	109
CC(C(=O)NCCc1c[nH]c2ccccc12)N1C(=O)/C(=C/c2cccs2)SC1=S (stereo not drawn)	109	95	100	99	113	77	95	101
CC(=O)Nc1ccc(CCCCc2ccc(NC(C)=O)cc2)cc1	x	109	104	95	107	90	100	95
C=CC(=O)Nc1cc2c(Nc3ccc(F)c(Cl)c3)ncnc2cc1C#CC(C)(C)N1CCN(C)CC1	-85*	-93*	-90*	-91*	-86*	-95*	-88*	-82*
O=C(O)C1CCN(S(=O)(=O)c2ccc(-c3ccccc3)cc2)CC1	127	103	109	91	56	95	112	x
C[C@]12CCC(=O)C=C1CC[C@H]1[C@@H]3CCC(=O)O[C@@]3(C)CC(=O)[C@@]12F	116	97	117	97	100	103	95	108
N#CCC(=O)OCCOC(=O)CC#N	96	x	97	97	96	108	104	100
COc1ccc(/C=C2\C(=N)N=C(SCc3nc4ccccc4[nH]3)NC2=O)cc1	102	109	112	x	108	103	105	112
N=C(N)SCc1ccccc1 (tested in a mixture with another compound)	89	x	98	x	99	104	108	96
O=C(O)c1c(O)ccc2ccccc12	x	x	113	98	97	107	100	97
NNc1nnc(NN)c2ccccc12	118	x	103	98	109	103	96	97
O=C(Cn1cc(CSc2nnc3oc4ccccc4n23)nn1)Nc1cc(Cl)cc(Cl)c1	97	101	114	118	105	98	103	105
CO[C@H]1CC(O[C@@H]2/C(C)=C/C[C@@H]3C[C@@H](C[C@]4(CC[C@H](C)[C@@H](C5CCCCC5)O4)O3)OC(=O)[C@@H]3C=C(C)/C(=N/O)[C@H]4OC/C(=C\C=C\[C@@H]2C)[C@]43O)O[C@@H](C)C1O (stereo partly drawn)	-46*	-86*	-81*	x	-82*	-93*	-89*	-83*
OC1C2CCC(C2)C1CN1CCCCC1 (stereo not drawn)	108	123	110	96	104	108	112	114
CC1(C)CC[C@]23CC[C@]4(C)[C@H](CC[C@@H]5[C@@]6(C)CCC(=O)C(C)(C)[C@@H]6CC[C@]54C)[C@H]2[C@H]1NC3=O	78[100 µM]	120[100 µM]	91[100 µM]	11[100 µM]	86[100 µM]	61[100 µM]	67[100 µM]	80[100 µM]
COC(=O)CCCCCCCCCCBr	102	102	107	87	105	107	104	105
O=C(CI)OCC(COC(=O)CI)OC(=O)CI	24	x	83	x	77	81	x	104
COc1ccc(-c2nn(-c3cccc(Cl)c3)cc2C2CC(c3ccccc3)=NN2)cc1 (stereo not drawn)	117	99	120	124	92	93	111	95
O=S(=O)(c1ccccc1)N1CCCCCCC1	97	113	102	106	88	94	100	87
CCCCN1CCCC[C@@H]1C(=O)N[C@H](C(=O)N(C)[C@H](CCc1nc(C(=O)N[C@@H](Cc2ccccc2)C[C@H](C)C(=O)OC)cs1)C(C)C)C(C)C	45	66	50	19	x	44	81	82
c1nc(N2CCCCC2)c2cc[nH]c2n1	113	82	98	52	115	95	110	95
CCOc1c(C=O)cccc1OC	x	88	101	115	114	111	102	101
O=C(CN1CCn2c(nnc2C(F)(F)F)C1)Nc1nc2ccc(F)cc2s1	104	86	103	100	105	88	94	97
O=C(N=Nc1c(O)[nH]c2ccccc12)c1oc2ccccc2c1CN1CCN(c2ccccc2)CC1	-65*	4.4*	-8.6*	-12*	20	4.0*	7.3*	-13*
CC1(C)SCC(COC(=O)c2ccccc2)S1 (stereo not drawn)	94	93	103	x	113	107	99	104
O=C(Cn1cc(CSc2nnc3oc4ccccc4n23)nn1)Nc1ccc(Br)cc1	88	79	99	32	89	50	38	77
CC(C)OC(=O)Nc1cccc(C#N)c1	110	103	110	x	116	109	118	98
c1ccc(-n2cc(COc3ncnc4sc5c(c34)CCCC5)nn2)cc1	101	94	99	104	100	86	99	97
COc1ccc(C(=O)Nc2cccc(-c3cc(=O)c4c(OC)c(OC)c(OC)cc4o3)c2)cc1	53	77	68	6.7*	105	55	72	65
Nc1ccc(Cc2ccc(N)c(Br)c2)cc1Br	95	102&90	90	94	83&88	70&82	81&74	79&83
CS(=O)(=O)c1ccc(-c2nn(-c3ccc(F)cc3)cc2/C=N/NC(=O)c2ccccc2)cc1	88	96	x	76	99	89	100	98
CN(C)/C(N)=N/N=C(\c1ccccc1)c1ccccn1	93	112	93	87	112	105	110	107
COc1ccc(-c2cs/c(=N\N=C\c3ccc(Cl)cc3)n2/N=C/c2ccc(Cl)cc2)cc1	99	84	90	106	65	82	79	54
CCOc1ccc(N2C(=O)N(c3ccc(C)cc3)C(=O)C2=S)cc1	106	103	98	89	85	90	87	80
C=CCn1c(C)nc2ccc(Nc3nc(Cl)nc4ccccc34)cc21	x	83	106	90	107	90	91	91
CNS(=O)(=O)c1ccccc1	101	106	101	96	104	101	94	103
O=C(O)C(Cc1ccccc1)n1c(O)c(C=C2N=c3ccccc3=N2)sc1=S (stereo not drawn)	101	104	97	94	100	94	102	102
CCCSc1ncnc2nc[nH]c12	109	100	105	96	96	89	102	98
S=c1[nH]c2cc(-c3ccccc3)ccc2o1	119	109	108	121	109	85	105	108
Cc1nc2c(c(=O)[nH]1)OCN(Cc1ccccc1)C2	87	x	101	x	98	105	107	112
N#Cc1c(-c2cccc(Cl)c2)cc(-c2ccccn2)[nH]c1=O	106	101	86	101	102	85	79	105
c1ccc(C(=C(c2ccc(OCCN3CCCC3)cc2)c2ccc(OCCN3CCCC3)cc2)C2CCCC2)cc1	89	88	103	86	101	95	104	98
Cn1c2ccccc2c2nnc(N/N=C/c3cccs3)nc21	98	110	106	89	119	92	110	110
CCc1ccc(Nc2ncnc3c2cnn3-c2cccc(F)c2)cc1	105	95	103	117	105	97	98	99
C#CCn1cccc1/C=C1\SC(=S)NC1=S	84	85	91	71	99	67	99	105

More entries
SMILES	MALME-3M	EKVX	M14	HOP-92	UACC-257	UACC-62	HOP-62	A549/ATCC
COc1cc2nc(SCc3cc(OC)c(OC)c(OC)c3)n(-c3ccc(Cl)cc3)c(=O)c2cc1OC	102	x	95	57	x	83	98	91
CCOC(=O)c1c2c(c(C)n1Cc1ccccc1)-c1[nH]c(=O)ncc1CC2	173	152	99	x	125	89	93	112
Cc1ccc(-c2nc(NS(=O)(=O)c3ccc(C)cc3)nc(Oc3ccccc3)c2C#N)cc1	94	88	104	106	116	95	112	98
O=S(=O)(NCCCNc1nccc(-c2[nH]c(-c3ccccc3)nc2-c2ccc(F)c(O)c2)n1)c1ccccc1	-4.8*	102	28	105	22	20	120	98
COc1ccc2[nH]c(=O)c(CSc3ccc(Nc4nccc(-c5ccc6c(c5)OCO6)n4)cc3)cc2c1	121	95	106	133	118	109	109	93
O=C(O)CC1(C(=O)O)CCCC1	x	109	105	91	112	100	103	92
O=C(Nc1cc(C(F)(F)F)ccc1Cl)C(Cl)Cl	102	x	101	103	96	105	104	103
O=C(S)c1cccc([N+](=O)[O-])c1	102	118	114	88	120	91	100	109
O=C(CSc1cc[n+](CCCCCCF)c2ccccc12)n1ccc2ccccc21	95	93	105	87	99	81	88	99
O=C(NOC[C@H](O)CO)c1ccc(F)c(F)c1Nc1ccc(I)cc1F	-12*	58	3.7*	-28*	-27*	-11*	28	21

A second format for part of the listing above.
Below each compound: MALME-3M	EKVX	M14	HOP-92	UACC-257	UACC-62	HOP-62	A549/ATCC
O=C(O)CC1(C(=O)O)CCCC1
    x	109	105	91	112	100	103	92
O=C(Nc1cc(C(F)(F)F)ccc1Cl)C(Cl)Cl
    102	x	101	103	96	105	104	103
O=C(S)c1cccc([N+](=O)[O-])c1
    102	118	114	88	120	91	100	109
O=C(CSc1cc[n+](CCCCCCF)c2ccccc12)n1ccc2ccccc21
    95	93	105	87	99	81	88	99
O=C(NOC[C@H](O)CO)c1ccc(F)c(F)c1Nc1ccc(I)cc1F
    -12*	58	3.7*	-28*	-27*	-11*	28	21

(continued)
SMILES	MALME-3M	EKVX	M14	HOP-92	UACC-257	UACC-62	HOP-62	A549/ATCC
COc1cc(/C=C/C(=O)Nc2ccc(C=C3c4ccccc4C(=O)c4ccccc43)cc2)cc(OC)c1OC	93	89	81	72	76	56	106	74
O=C(Cc1ccc(Nc2ccnc(C(F)(F)F)c2)cc1)N/N=C/c1ccccc1O	39	26	8.6*	76	35	11	-9.4*	36
Nc1nc(-c2ccccc2)nc2nonc12	139	89	114	98	101	87	89	98
Cc1ccc(/C=N/NC(=O)N2CCN(c3cc4c(cc3F)c(=O)c(C(=O)O)cn4C3CC3)CC2)cc1	95	101	96	87	99	89	112	107
CCN(CC)c1ccc(C2=NN(C(C)=O)C(c3cc(OC)c(OC)c(OC)c3)C2)cc1 (stereo not drawn)	22	30	-29*	21	56	13	41	17
O=c1[nH]c(=S)[nH]cc1Cc1ccc(Cl)cc1	100	96	106	x	107	99	92	94
COc1cc(C2=NN(c3ccc(S(N)(=O)=O)cc3)C(c3cc(OC)c(OC)c(OC)c3)C2)cc(OC)c1OC (stereo not drawn)	100	x	95	54	89	x	80	81
O=C1OC(c2ccccc2)(c2ccc3cc(O)ccc3c2)c2ccccc21 (stereo not drawn)	96	84	92	50	85	91	104	90
COc1ccc(/C(=C\c2cc(OC)c(OC)c(OC)c2)C(=O)N2CCN(c3ccccc3)CC2)cc1	108	99	107	78	98	73	104	89
Clc1ccc2c(c1)C1CC2CCCN1Cc1ccccc1 (stereo not drawn)	92	x	100	76	94	110	83	96
CCCCCCCCCCCCCCCCCCSC1=CC(=O)c2ccccc2C1=O	106	101	102	92	59	102	95	122
C#CCC1(O)CCC2C3CCc4cc(OC)ccc4C3CCC21C (stereo not drawn)	130	x	103	x	100	93	116	94
CCOC(=O)c1cccc(NC(=O)CN2CCOCC2)c1	83	112	88	68	105	99	104	95
O=C1C=CC(=CC=C2C=CN(CCCCCCCCCCCO)C=C2)C=C1	42	26	45	24	4.0*	30	44	46
O=C(N=Nc1c(Cl)c(O)c2ccccc2c1O)c1ccncc1	x	100	106	90	145	107	101	116
COc1cc(C(=O)c2cc(C(=O)/C=C/c3ccccc3)c3c(C)cccn23)cc(OC)c1OC	70	63	76	33	71	46	50	60
CC(C)CCC[C@@H](C)[C@H]1CC[C@H]2[C@@H]3CC[C@H]4C/C(=N/O)CC[C@]4(C)[C@H]3CC[C@]12C	104	101	104	101	x	99	93	73
C=C(C)[C@H]1CC/C(C)=C/CC[C@]2(C)O[C@H]2CC/C(COC(C)=O)=C\C1=O	x	44	105	x	128	108	102	38
Nc1c(C(=O)c2ccccc2)sc2nc(-c3cccs3)cc(C(F)(F)F)c12	118	103	102	82	x	84	92	63
CC(=O)N1N=C(c2cccc(OCCCCOc3cccc(C4=NN(C(C)=O)C(c5ccc(C)cc5)C4)c3)c2)CC1c1ccc(C)cc1 (stereo not drawn)	100	46	81	77	48	60	87	72

Part of the list above in order of SMILES length, lowest first:
SMILES	MALME-3M	EKVX	M14	HOP-92	UACC-257	UACC-62	HOP-62	A549/ATCC
CCOC(=O)c1cccc(NC(=O)CN2CCOCC2)c1	83	112	88	68	105	99	104	95
C#CCC1(O)CCC2C3CCc4cc(OC)ccc4C3CCC21C (stereo not drawn)	130	x	103	x	100	93	116	94
CCCCCCCCCCCCCCCCCCSC1=CC(=O)c2ccccc2C1=O	106	101	102	92	59	102	95	122
Nc1c(C(=O)c2ccccc2)sc2nc(-c3cccs3)cc(C(F)(F)F)c12	118	103	102	82	x	84	92	63
CC(=O)N1N=C(c2cccc(OCCCCOc3cccc(C4=NN(C(C)=O)C(c5ccc(C)cc5)C4)c3)c2)CC1c1ccc(C)cc1 (stereo not drawn)	100	46	81	77	48	60	87	72

The list continues:
SMILES	MALME-3M	EKVX	M14	HOP-92	UACC-257	UACC-62	HOP-62	A549/ATCC
O=C(CN1CCN(c2ccc(Cl)cc2)CC1)N1CCN(c2nnc(-c3ccc(Cl)cc3)c(-c3ccc(Cl)cc3)n2)CC1	114	71	74	60	x	70	103	15
N#C/C(=C\c1ccc(C(F)(F)F)cc1)C(=O)Nc1sc2c(c1C#N)CCCC2	104	99	104	78	97	89	107	100
CCOC(=O)c1sc(/N=C2\C(=O)Nc3ccc(C)cc32)nc1C	106	91	98	100	112	100	95	106
Cc1ccc(NC(=O)Cn2nncc2CN2C(=O)CSC2=O)c(C)c1	103	109	103	102	111	98	109	104
CS(=O)(=O)c1nccc(-c2c(-c3ccc(F)c(OCc4ccccc4)c3)nc3sccn23)n1	115	88	52	-5.3*	18	87	105	103
CC(C)(C)OC(=O)CSC#N	89	x	90	95	95	104	97	106
Nc1c(CNCc2nnn(Cc3ccccc3)c2N)nnn1Cc1ccccc1	80	x	98	90	103	102	99	101
N#Cc1c(Nc2ccc(Cl)cc2)n[nH]c1-c1cccs1	97	81	101	85	102	77	99	101
CN(C)CCC(C#N)(CCN(C)C)c1ccccc1	93	100	105	x	111	104	105	95
Cc1ccc(-c2c(-c3nc4ccccc4s3)c(N)nc3c(N=Nc4ccccc4)c(N)nn23)cc1	90	98	89	106	107	84	93	86
COC(=O)c1c2c(c(C)[n+]([O-])c1C)C(=O)C=C(NCc1ccccc1)C2=O	-97*	-55*	-80*	-27*	-90*	-72*	3.0*	-4.9*
